Assay outcomes from PubChem.
Mot1-301 SUMO = inhibitors of SUMOylation pathway: yeast Mot1-301 growth rescue. actives 1% (n = 320,000). growth rescue, % at 18.8 µM. S. cerevisiae Mot1-301 growth rescue, ATP luminescence, 38.5C; percent above DMSO median, 100 means doubled. AID 2716;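 active = every valid replicate shows activation above 250% relative to neutral control wells; inactive = the rest, any valid replicate at or below 250%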;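 note: OY570 slx delta 5 strain wells were the positive control but not used for scaling; some compounds called inactive have numbers as strong as hits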
PKA-R1A activ = activators of PKA-R1A complex; P00514+P68181; PKA-R1A dissociation, Cy5-IP20 fluorescence polarization; scaled: DMSO 0%, 113 µM cGMP 100%; activation, % at 11.4 µM; actives 0.083% (n = 340,000); AID 504707;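 active = percent activation above the mean of all tested compounds plus 3 SD, cut at about 19% in these data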;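 note: higher means more PKAc released from R1A so a rise in polarization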
Arrestin-AP2 inh = human beta-arrestin and AP2 interaction inhibition; AID 504490; FITC-arrestin peptide / GST-AP2 beads, flow cytometry; AP2 beta2 appendage carries R879A mutation; actives 0.31% (n = 340,000); inhibition, % at 10 µM;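 active = inhibition above a set limit, near 3 SD of compounds lacking own fluorescence, cut at about 54% in these data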;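 note: plate controls were DMSO wells for no effect and 5 µM unlabelled arrestin peptide for full effect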
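system = GST-tagged AP2 beta2-adaptin appendage (R879A) on 4 µm glutathione beads | reagent = FITC-labelled arrestin peptide probe, 50 nM final | schedule = compound with beads 12 min RT, then probe 1 h RT | signal = HyperCyt-sampled flow cytometry, FL1 channel, ex 488/em 535 nm | read-out = percent response from loss of bead-bound FITC fluorescence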
E coli growth = reduces bacterial viability in AddAB counter-screen | E. coli V3065 growth, OD600 absorbance, 18 h | inhibition, % at 11.9 µM | actives 0.27% (n = 330,000) | AID 449728;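 active = inhibition above the campaign's mean inhibition across all tested compounds plus 3 SD, cut at about 9.9% in these data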;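 note: uninfected addAB+ strain grown without phage in ampicillin broth; 0% = DMSO wells and 100% = ciprofloxacin 0.95 µg/ml wells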
PfHsp90 set2 = inhibits growth of yeast expressing Plasmodium falciparum Hsp90. S. cerevisiae expressing PfHsp90, BacTiter-Glo ATP, 48 h; yeast lacking PDR1 and PDR3 efflux regulators. inhibition, % at 9.4 µM. actives 0.32% (n = 310,000). AID 504621;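 active = every replicate shows inhibition above about 80%, whatever the replicate mean, limit read from the data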;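 note: 0% = DMSO neutral controls and 100% = 20 µM radicicol positive controls; yeast relying on Plasmodium falciparum Hsp90 in place of its own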
AddAB inh = less growth of phage-infected E. coli with AddAB; E. coli expressing H. pylori AddAB, absorbance growth; actives 0.29% (n = 330,000); inhibition, % at 11.9 µM; AID 435030; in the data active = inhibition above about 12%;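 note: 0% = vehicle wells of infected cells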
phage Ecoli inh = E. coli growth loss with phage present. inhibition, % at 11.9 µM. growth absorbance. AID 651602. actives 0.26% (n = 360,000); in the data active = inhibition above about 11%
OPRM1-OPRD1 ag = agonists of human mu-delta opioid receptor heterodimerization; P35372+P41143; cells, OPRM1-OPRD1 heterodimerization, luminescence; actives 0.3% (n = 340,000); activation, % at 9.3 µM; in the data active = activation above about 18%;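 note: 0% = vehicle-treated cells and 100% = reference agonist; values of inactives mirror those of a sister screen read the other way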
MOR-DOR inv ag = inverse agonists of human mu-delta opioid receptor heterodimerization. P35372+P41143. cell-based MOR-DOR heterodimer luminescence, inverse agonism. inhibition, % at 9.3 µM. actives 0.21% (n = 340,000); in the data active = inhibition above about 22%, passing the limit was not always enough;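 note: 0% = cells with DMSO and 100% = wells without cells with DMSO; values of inactives mirror those of a sister screen read the other way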
Pemphigus Ab inh = blocks pemphigus antibody binding to human desmoglein-3; P32926; DSG3-coupled beads, scFv-anti-DSG3-GFP binding, flow cytometry; stronger effect = lower value; binding (percent of control), % at 10 µM; actives 0.48% (n = 310,000);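 active = binding more than 3 SD below its plate's average and above zero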;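 note: hits lower antibody fragment binding to DSG3; some compounds called inactive have numbers as strong as hits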
Target sequence (P32926 whole entry, looked up, the tested form may be a part): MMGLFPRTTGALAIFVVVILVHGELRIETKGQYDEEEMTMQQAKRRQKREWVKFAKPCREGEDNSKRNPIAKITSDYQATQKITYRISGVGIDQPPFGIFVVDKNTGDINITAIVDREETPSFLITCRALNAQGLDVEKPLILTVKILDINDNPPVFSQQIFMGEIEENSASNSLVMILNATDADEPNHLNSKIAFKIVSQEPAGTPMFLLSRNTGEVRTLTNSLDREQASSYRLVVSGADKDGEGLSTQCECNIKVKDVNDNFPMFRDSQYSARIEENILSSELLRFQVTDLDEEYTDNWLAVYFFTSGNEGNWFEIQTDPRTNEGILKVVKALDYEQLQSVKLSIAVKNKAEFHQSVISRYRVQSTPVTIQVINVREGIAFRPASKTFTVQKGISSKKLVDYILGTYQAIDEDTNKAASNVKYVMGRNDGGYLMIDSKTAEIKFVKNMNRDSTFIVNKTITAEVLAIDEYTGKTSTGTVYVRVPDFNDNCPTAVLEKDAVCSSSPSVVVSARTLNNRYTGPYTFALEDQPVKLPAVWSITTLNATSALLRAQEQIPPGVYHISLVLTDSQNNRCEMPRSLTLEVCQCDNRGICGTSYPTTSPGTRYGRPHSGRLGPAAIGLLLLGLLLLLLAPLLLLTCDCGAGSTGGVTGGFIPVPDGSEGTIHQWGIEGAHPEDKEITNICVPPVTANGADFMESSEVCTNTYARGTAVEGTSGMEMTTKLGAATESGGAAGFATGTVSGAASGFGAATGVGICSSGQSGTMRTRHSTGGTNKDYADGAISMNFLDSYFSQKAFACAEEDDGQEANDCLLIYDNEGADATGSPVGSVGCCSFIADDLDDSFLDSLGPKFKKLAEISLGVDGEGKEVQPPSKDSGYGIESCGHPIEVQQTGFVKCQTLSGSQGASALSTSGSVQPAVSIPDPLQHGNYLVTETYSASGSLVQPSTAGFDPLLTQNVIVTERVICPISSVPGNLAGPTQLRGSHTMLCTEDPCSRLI
Tat transport = blocks Tat-dependent protein export in E. coli; E. coli MC4100 TorA-mCherry Tat export, fluorescence; actives 0.036% (n = 340,000); AID 488895; inhibition, % at 10 µM;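 active = mean replicate inhibition at least 50% and at least half of replicates individually reaching 50%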;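 note: exported cargo escapes ClpAP degradation while cytoplasmic cargo is degraded and loses fluorescence; 0% = median of neutral control wells and 100% = median of NaSCN control wells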
* = called active by the depositor; nt = no result given. No enrichment for hits, and some 2.8% of all compounds hit somewhere here.

SMILES	Mot1-301 SUMO	PKA-R1A activ	Arrestin-AP2 inh	E coli growth	PfHsp90 set2	AddAB inh	phage Ecoli inh	OPRM1-OPRD1 ag	MOR-DOR inv ag	Pemphigus Ab inh	Tat transport
CC(C)CN(C(=O)CN(C)C(=O)Cc1ccc(Cl)cc1)c1c(N)n(CC(C)C)c(=O)[nH]c1=O	-1	-8	-11	-2.3	nt	0.7	3.5	-2.3	15	99	2
O=C(CCNS(=O)(=O)c1ccccc1C(F)(F)F)N1CCCCCCC1	-4	2	28	0.3	9	1.0	-1.1	-1.9	8	nt	-6
COC(=O)c1ccc(Cn2nnc3c(=O)[nH]c(C4CCN(S(=O)(=O)c5cc(C)ccc5C)CC4)nc32)cc1	nt	-3	12	2.9	-15	3.1	0.8	-1.5	8	105	3
CCOc1ccc(CSC(=N)N)cc1[N+](=O)[O-]	nt	-5	-4	0.8	-2	10	5.0	-3.0	15	100	-13
CCc1cccc(NC(=O)CCc2nc3sc4c(c3c(=O)[nH]2)CCCC4)c1	85	10	-4	0.5	25	-1.7	1.4	-0.2	1	nt	-1
O=c1[nH]c(-c2ccccc2)c(-c2ccccc2)nc1[N+](=O)[O-]	80	-7	-8	-0.3	-5	0.3	0.9	-1.8	9	98	-3
CCOC(=O)CSc1snnc1-c1ccccc1	23	1	-5	4.5	7	3.3	1.3	0.8	-5	109	7
CCOC(=O)N1CCN(C(=O)CSc2nc3c([nH]c4ccccc43)c(=O)n2CCOC)CC1	43	-4	-4	0.1	-3	-1.7	1.4	-3.2	17	106	-6
CC12CCC(=O)N1C(C(=O)Nc1ccccc1N1CCOCC1)CS2 (stereo unspecified)	-24	7	27	-0.9	-17	1.2	3.3	-3.0	20	86	9
CC(C)(c1ccc(O)cc1)c1ccc(O)cc1	14	1	-11	-0.1	7	0.8	1.2	-2.4	11	102	-20
Cc1oc(-c2ccccc2F)nc1CS(=O)(=O)CC(=O)NCc1ccccc1Cl	5	-7	4	0.4	-31	-1.2	1.0	-0.9	5	98	2
O=C(NC(=O)c1ccc(C(F)(F)F)cc1)Nc1ccc(-c2cnco2)cc1	7	-4	4	0.2	2	1.8	0.5	-1.3	6	118	-8
Cn1nc(-c2ccccc2)c2ncc(C(F)(F)F)cc21	5	-19	-14	1.0	-14	3.4	nt	0.8	-4	99	-1
COc1ccc(S(=O)(=O)N2CCC(C(=O)NCCC(=O)Nc3nccs3)CC2)cc1	-2	-3	8	2.2	-8	1.7	-1.2	-2.7	14	102	-3
COc1nc(NC23CC4CC(CC(C4)C2)C3)nc(OC)n1	-7	-3	21	-0.2	-48	1.7	2.4	0.9	-4	113	-1
c1ccc2c(c1)oc1c(N3CCOCC3)ncnc12	-25	-8	5	-1.4	4	7.0	1.9	0.8	-3	nt	4
COc1ccc(N2CCN(C(=O)C(OC(C)=O)c3ccccc3)CC2)cc1 (stereo unspecified)	11	-1	-10	1.3	nt	3.0	1.5	-3.4	20	nt	3
Cc1ccc[n+](Cc2ccc([N+](=O)[O-])cc2)c1	-13	7	13	-0.7	-2	2.1	1.4	-1.2	6	97	-3
CC(C)[C@H](NC(=O)NCCc1ccc(Cl)cc1)C(=O)O	14	7	28	-1.7	1	-2.8	2.7	-2.1	11	70	1
CCc1cc2c(=O)c(-c3nc4ccccc4n3C)c(CCCC(=O)O)oc2cc1OC(=O)C(C)(C)C	-27	0	-1	-2.5	20	0.3	3.9	-2.3	11	104	-4
COc1ccc(N2CCN(C(=O)c3oc4c(c3C)C(=O)CCC4)CC2)cc1	145	-11	-9	-1.9	4	3.5	-1.3	-2.5	13	119	14
O=C(Nc1ccc(NC(=O)c2cc([N+](=O)[O-])ccc2N2CCOCC2)cc1)c1cccs1	-7	-6	22	-0.9	-20	-0.6	0.1	-4.4	23	95	0
N#CC1=C(N)Oc2ccc3ccccc3c2C1c1cccnc1 (stereo unspecified)	nt	-17	2	nt	7	nt	2.4	-1.9	10	97	8
Cc1ccc(/C(O)=C/C(=O)C(=O)NC23CC4CC(CC(C4)C2)C3)cc1	-9	1	10	0.7	-9	5.3	3.9	-0.6	3	107	-5

The list goes on, overlapping the part above by 2 compounds.
SMILES	Mot1-301 SUMO	PKA-R1A activ	Arrestin-AP2 inh	E coli growth	PfHsp90 set2	AddAB inh	phage Ecoli inh	OPRM1-OPRD1 ag	MOR-DOR inv ag	Pemphigus Ab inh	Tat transport
N#CC1=C(N)Oc2ccc3ccccc3c2C1c1cccnc1 (stereo unspecified)	nt	-17	2	nt	7	nt	2.4	-1.9	10	97	8
Cc1ccc(/C(O)=C/C(=O)C(=O)NC23CC4CC(CC(C4)C2)C3)cc1	-9	1	10	0.7	-9	5.3	3.9	-0.6	3	107	-5
COC(=O)c1sc(=S)sc1C(=O)OC	22	-5	-3	0.6	-1	1.7	-2.1	0.6	-4	100	8
Cc1cc(NC(=O)Cc2ccccc2)nc2c1c(=O)oc1ccccc12	-15	0	5	-1.7	-9	-2.8	3.3	1.6	-9	103	6
Cc1[nH]c2ccccc2c1CCNC(=O)c1ccc2c(c1[N+](=O)[O-])C(=O)c1ccccc1C2=O	8	0	-3	-1.7	-8	-1.0	1.9	4.1	-25	350	-4
CSCCC(CO)NC(=O)OCc1ccccc1 (stereo unspecified)	-18	-4	-4	-0.3	-2	0.9	0.6	-2.3	14	83	20
Nc1ccnn1Cc1cccs1	23	-8	3	-1.3	-1	-0.3	2.5	-3.1	16	80	8
Cc1cc(NC(C)C)n2c(nc3ccccc32)c1C#N	-1	1	0	1.2	-1	1.2	2.0	2.4	-11	nt	-1
C=CCn1nnnc1-c1cccc(Cl)c1	2	2	15	-1.8	-7	-0.2	2.3	-0.4	2	103	2
Cc1ccc(NC(=O)CCS(=O)(=O)c2ccccc2)cc1S(=O)(=O)N1CCOCC1	-3	5	34	0.3	-1	-1.2	0.5	0.0	0	104	3
CCC(CO)Oc1cc(NCc2ccc(C(C)(C)C)cc2)c2ncn(C(C)C)c2c1 (stereo unspecified)	43	-9	-6	-0.9	-1	1.1	0.2	-0.7	4	107	12
Cc1cc(C)n2c(SCc3nnc(-c4cccs4)o3)nnc2n1	-6	1	8	3.1	-3	3.2	nt	-3.7	17	101	16
CC(C(=O)Nc1ccccc1Oc1ccccc1)c1ccccc1 (stereo unspecified)	4	-7	-1	-3.2	36	1.6	2.7	4.0	-22	128	15
Cc1ccc(OCCn2c(=S)[nH]c3c(N)ncnc32)cc1	-12	-5	28	1.7	3	-0.2	1.4	-0.5	3	102	-2
O=C(COC(=O)Cc1n[nH]c(=O)c2ccccc12)Nc1c(Br)cc([N+](=O)[O-])cc1Br	nt	-11	-22	nt	-19	nt	3.1	2.8	-15	95	1
c1ccc(C[C@H]2CN=C(Nc3ccccc3)N2CCCC2CCCC2)cc1	-6	1	nt	1.3	5	2.2	nt	-0.3	2	105	5
CCOc1ccc(CNC(=O)c2nnc(CS(=O)(=O)c3ccccc3)o2)cc1OC	-6	15	18	2.2	25	0.3	2.0	0.0	0	113	0
O=C(O)c1cccc(N2C(=O)c3cccc4c(Cl)ccc(c34)C2=O)c1	13	3	-6	-2.5	-7	0.5	4.3	-0.2	1	99	7
COc1ccc(NC(=O)C/C(C)=N/NC(=O)c2cccs2)c([N+](=O)[O-])c1	-16	-1	6	-0.3	6	3.0	1.2	-2.4	12	nt	1
CCNC(=S)Nc1ccccc1-c1ccccc1	-9	0	3	-1.7	-2	3.6	1.0	-0.9	5	96	-3
CCC(C)Nc1nc2c(c(=O)n(C)c(=O)n2C)n1C (stereo unspecified)	2	-4	10	0.3	-11	2.1	3.9	-2.6	14	98	7
Cn1ccnc1C(O)(c1ccccc1)c1ccccc1	-4	0	8	1.5	10	-0.2	0.5	-2.5	13	94	-2
COc1cccc(-c2nnc(NC(=O)c3cccc(F)c3)o2)c1	-13	1	5	-2.2	-37	9.6	-3.9	-1.5	9	108	-14
C[C@@H]1C=C(C(=O)NCc2nc3ccccc3[nH]2)O[C@H](OCCCCO)C1	32	-6	33	-1.0	6	-0.3	0.6	-1.1	7	97	-6
CCO[C@@H]1OC(C(=O)N2CCN(Cc3ccc4c(c3)OCO4)CC2)=C[C@H](c2ccc(Br)cc2)[C@H]1CCCO	10	-9	-11	0.1	1	1.9	-1.2	-3.9	21	103	4
CC(C)c1c(O)cc(-c2ccncc2)n(-c2ccc(Cl)cc2)c1=O	260	-8	4	0.9	-8	4.2	2.1	-2.5	15	99	4
Cc1cc(C)nc(Nc2n[nH]c(COc3ccc4ccccc4c3)n2)n1	10	4	-11	0.8	13	-0.2	0.5	0.0	0	103	0
Nc1nonc1C(=O)NCCNc1ccc([N+](=O)[O-])cc1	-5	nt	-5	1.7	-16	3.1	2.5	nt	nt	101	-5
COc1ccc(F)cc1S(=O)(=O)n1nnc2ccccc21	-8	-5	-13	1.7	9	3.7	2.5	0.3	-2	99	22
CCOc1ccc(OCC)c(NC(=O)C2CCCN(c3nc(C)cc(C)n3)C2)c1 (stereo unspecified)	-5	-1	-3	0.6	-19	2.2	nt	-0.7	4	102	0
O=C(CC12CC3CC(CC(Br)(C3)C1)C2)NC1=NCCS1	-13	9	-7	-1.8	-10	0.0	-0.7	-0.7	3	97	17
O=C(NCc1ccc2c(c1)OCO2)c1ccccn1	-12	9	7	2.3	-12	0.9	2.8	1.0	-5	107	4
Cc1ccc(-c2ccc(S(=O)(=O)Nc3cccnc3)cc2)cc1	112	-4	-8	-0.3	-11	1.3	2.0	-0.4	2	nt	0
O=C(CSc1nnnn1C1CCCC1)N1CCOCC1	-4	-11	20	2.3	-7	3.3	1.9	-0.3	2	93	-6
CCOc1ccc(Nc2nc(Cc3nnc(SCC(=O)c4ccc(C)cc4)o3)cs2)cc1	76	-9	0	-1.8	-27	1.8	0.1	2.5	-14	98	3
CCOC(=O)/C(C#N)=C\c1ccc(N2CCN(C)CC2)cc1	9	4	13	-1.1	-1	1.4	1.0	-0.6	4	89	-5
Cc1cc2cc(C(=O)N3CCc4c([nH]c5ccccc45)C3c3ccccn3)ccc2o1 (stereo unspecified)	-10	-3	-3	-0.8	-5	3.8	1.4	-2.3	12	98	1
Cc1ccc(C(=O)NNC(=O)C2CSC3(C)CCC(=O)N23)cc1 (stereo unspecified)	-3	-1	-1	-1.6	nt	0.3	0.8	-1.7	9	101	-4
CN1CCCN(C(=O)C2CCCCC2)CC1	-11	0	nt	1.9	3	-0.5	4.3	-1.5	7	104	3
Cc1ccc(S(=O)(=O)CCC(=O)OCC(=O)N2CC(=O)Nc3ccccc32)cc1	-4	16	2	0.2	nt	0.2	2.4	-0.9	4	109	-4
